# BLM helicase inh – qHTS Assay for Inhibitors of Bloom's syndrome helicase (BLM); recombinant BLM DNA unwinding, fluorescence dequenching; 350,000 tested, 0.2% active; AID 2528, 2010; RecQ-like DNA helicase BLM (Homo sapiens), P54132; Potency, µM (series often up to 56.1 µM), without a hit: top-dose activity change, negative = inhibition, hits mostly inhibitors;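 note: plate controls were vehicle for no effect and no enzyme for full effect; nearly all actives have a fitted effect of over 35% in size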
# POLI inh – qHTS for Inhibitors of Polymerase Iota | DNA polymerase iota (Homo sapiens), Q9UNA4 | Pol iota fluorescent replication assay, 10 min | 390,000 tested, 1% active | Potency, µM (doses to about 115 µM), for inactives: at the top dose activity, negative = inhibition, actives largely listed as inhibitors | AID 588590, 2011
#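 Pol iota at 10 nM preincubated 15 min with compounds at room temperature; reaction started with fluorescent substrate, 50 nM final. Fluorescence read kinetically at 0 and 10 min; buffer-only wells as negative control.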
# G9a inh – qHTS Assay for Inhibitors of Histone Lysine Methyltransferase G9a; G9a H3K9 monomethylation, AlphaScreen, 2 h; Potency, µM (series often up to 102 µM), inactives show top-dose activity, negative = inhibition, actives largely listed as inhibitors; 350,000 tested, 8.8% active; AID 504332, 2011; note: % is set by controls: 0 for no effect and ±100 for the full control effect; nearly all actives have a fitted effect of over 75% in size
# Target sequence (Q96KQ7 913-1193 limits assumed): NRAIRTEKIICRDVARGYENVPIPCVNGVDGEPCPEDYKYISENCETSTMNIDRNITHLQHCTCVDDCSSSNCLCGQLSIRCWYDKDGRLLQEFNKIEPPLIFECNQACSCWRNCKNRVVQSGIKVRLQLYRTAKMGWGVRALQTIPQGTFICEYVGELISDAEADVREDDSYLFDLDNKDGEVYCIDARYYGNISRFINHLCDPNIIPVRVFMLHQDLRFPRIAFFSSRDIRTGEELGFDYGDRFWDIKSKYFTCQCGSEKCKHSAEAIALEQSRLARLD
#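 Compounds were preincubated with 20 nM G9a for 15 min, after which biotinylated H3K9 peptide (500 nM) and SAM (20 uM) started a 2 h room-temperature reaction. Monomethylated product was quantified by antibody-based AlphaScreen chemiluminescence.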
# GLS inh – qHTS for Inhibitors of Glutaminase (GLS). Glutaminase kidney isoform, mitochondrial (Homo sapiens), O94925. GLS enzymatic activity, qHTS titration. Potency, µM (series often up to 45.5 µM), inactives show at the highest dose activity change, negative = inhibition, usual class: inhibitors. 410,000 tested, 0.21% active. AID 624170, 2012; note: % is set by controls: 0 for no effect and ±100 for the full control effect
#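 Enzyme dispensed in phosphate buffer (45 mM, pH 8.2, 0.02% Tween-20), compounds pinned in, then 1 mM L-glutamine solution and the glutamate oxidase–HRP–Amplex Red mix added; fluorescence read immediately and again after 30 min at room temperature.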
# BAZ2B block – qHTS Assay for Inhibitors of BAZ2B | AlphaScreen BAZ2B-H3K14Ac peptide displacement | Potency, µM (top dose mostly 114 µM), inactives show at the highest dose activity change, negative = inhibition, most hits filed as inhibitors | 360,000 tested, 4.4% active; note: % is set by controls: 0 for no effect and ±100 for the full control effect; nearly all actives have a fitted effect of over 60% in size
#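 Inhibition is scored as reduced AlphaScreen emission. The BAZ2B/b-H3(5-23)K14Ac complex (50 nM each) in PBS pH 7.4, 0.01% Tween-20 meets compound (up to 110 uM) for 30 min at RT before bead addition.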
# JMJD2A Tudor – qHTS Assay for Inhibitors of JMJD2A-Tudor Domain | Lysine-specific demethylase 4A (Homo sapiens), O75164 | AlphaScreen JMJD2A-Tudor / H3K4me3 peptide binding | Potency, µM (top dose mostly 114 µM), without a hit: at the top dose activity change, negative = inhibition, actives largely listed as inhibitors | 390,000 tested, 4.4% active | AID 504339, 2011; note: % is set by controls: 0 for no effect and ±100 for the full control effect; nearly all actives have a fitted effect of over 50% in size
# Tb PGK inh – qHTS Assay to Find Inhibitors of Phosphoglycerate Kinase; AID 602233, 2012; 380,000 tested, 0.043% active; Phosphoglycerate kinase, glycosomal (Trypanosoma brucei brucei), P07378; Potency, µM (highest dose often 57.5 µM), without a hit: top-dose activity change, negative = inhibition, most hits filed as inhibitors; PGK/GAPDH coupled, Kinase-Glo luminescence, 60 min; note: % is set by controls: 0 for no effect and ±100 for the full control effect; nearly all actives have a fitted effect of over 60% in size
# Target sequence (P07378 whole entry, looked up): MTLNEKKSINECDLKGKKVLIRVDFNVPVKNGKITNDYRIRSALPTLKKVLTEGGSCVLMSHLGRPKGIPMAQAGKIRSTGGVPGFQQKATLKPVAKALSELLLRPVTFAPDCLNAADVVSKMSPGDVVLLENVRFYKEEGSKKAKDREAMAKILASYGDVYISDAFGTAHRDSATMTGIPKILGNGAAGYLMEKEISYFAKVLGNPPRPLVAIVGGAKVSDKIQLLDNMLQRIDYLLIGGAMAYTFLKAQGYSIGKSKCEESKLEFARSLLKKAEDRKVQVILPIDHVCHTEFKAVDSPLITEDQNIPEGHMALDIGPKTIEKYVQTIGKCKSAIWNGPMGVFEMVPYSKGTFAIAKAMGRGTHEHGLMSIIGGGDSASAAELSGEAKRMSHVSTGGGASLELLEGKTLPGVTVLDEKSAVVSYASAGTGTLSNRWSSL
#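 Luminescent ATP detection (Kinase-Glo Plus) follows a 60-minute room-temperature incubation, with wells lacking PGK as controls. Buffer: 100 mM TEA (pH 7.6), 5 mM MgCl2, 0.01% Tween-20. Coupling enzyme GAPDH (100 nM final) supplies unstable 1,3-BPG in-well.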
# Pin1 inhibitor – qHTS Assay to Find Inhibitors of Pin1; Peptidyl-prolyl cis-trans isomerase NIMA-interacting 1 (Homo sapiens), Q13526; Pin1 FP peptide displacement, HiFluor488, 10 min; Potency, µM (top dose mostly 115 µM), for the others: top-dose activity, negative = inhibition, usual class: inhibitors; 390,000 tested, 0.009% active; AID 504891, 2011; active = well fitted inhibition curve with a large enough effect in the polarisation, with a control signal flat, not every such curve was filed as active; inconclusive = small, poorly fitted or top-dose-only effect, or effect the other way, or a change in a side signal; inactive = no such curve, though single readings can be large or run the other way; the % refers to the polarisation; note: % is set by controls: 0 for no effect and ±100 for the full control effect
# Target sequence (Q13526 whole entry, looked up): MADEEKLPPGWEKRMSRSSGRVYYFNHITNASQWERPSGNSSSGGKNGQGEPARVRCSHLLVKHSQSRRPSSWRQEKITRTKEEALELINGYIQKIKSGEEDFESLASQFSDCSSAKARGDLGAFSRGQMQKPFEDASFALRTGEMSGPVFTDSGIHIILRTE
# HP1b chromo inh – HTS for Inhibitors of HP1-beta Chromodomain Interactions with Methylated Histone Tails. AlphaScreen HP1-beta / biotin-H3K9me3 peptide binding. Potency, µM (doses to about 114 µM), without a hit: at the highest dose activity change, negative = inhibition, hits mostly inhibitors. 390,000 tested, 0.56% active; note: nearly all actives have a fitted effect of over 70% in size; inactives centre near 23
# Target sequence (P83916 whole entry, looked up): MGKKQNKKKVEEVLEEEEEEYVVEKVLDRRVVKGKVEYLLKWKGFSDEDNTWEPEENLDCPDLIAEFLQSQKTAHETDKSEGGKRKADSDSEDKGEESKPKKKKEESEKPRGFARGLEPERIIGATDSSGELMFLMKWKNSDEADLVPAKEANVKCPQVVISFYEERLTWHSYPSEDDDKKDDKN
#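 Compound inhibition of the preformed complex between 50 nM HP1-beta and 50 nM biotinylated H3K9me3 peptide was read by AlphaScreen. Buffer was PBS pH 7.4 with 0.01% Tween-20. Incubations ran 30 min at room temperature, with 10 ug/mL donor/acceptor beads.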
# Starred values were filed as active, the others as inactive; i = inactive; u = inconclusive; x = not tested or not shown; & = joins results of further samples; [ ] = remark or other dose. Unless noted, calls come from the whole dose curve; as a rule, active = well fitted curve in the direction sought with a large enough effect; inconclusive = small, poorly fitted or top-dose-only effect, or another doubt; inactive = no such curve, though single readings can be large; an effect the other way counts as inactive or inconclusive. Potency is the fitted concentration of half-maximal effect. These rows are one share of the data; the hit share may differ from the screen's.
SMILES,BLM helicase inh,POLI inh,G9a inh,GLS inh,BAZ2B block,JMJD2A Tudor,Tb PGK inh,Pin1 inhibitor,HP1b chromo inh
Oc1c(C(c2ccc(Cl)cc2)N2CCC3(CC2)OCCO3)sc2nc(-c3ccco3)nn12 (configuration not stated),-4%,-19%,-48%[59 µM],0%,-24%,-3%,i,-3%,35%
N/C(=N\OC(=O)Cc1ccc(-c2ccccc2)cc1)c1ccccn1,-3%,-1%,-13%[59 µM],-8%,-7%,-26%,i,-5%,37%[activator]
COCc1ccc(C(=O)N2CCC(CCC(=O)Nc3cccc(C)c3)CC2)s1,-12%,27%,60%[activator],-2%,-9%,10%,-2%,-4%,49%[activator]
O=C(O)C(S)C(S)C(=O)O (configuration not stated),x,u,x,-12%,x,50µM*,u,x,u
Cc1ccc(S(=O)(=O)N(C)C)cc1NC(=O)CSc1ccc2c(c1)OCCO2,x,27%,9%[2.33 µM],5%,0%,-16%,0%,1%,16%
COc1cc2ccccc2cc1C(=O)NC1CCC(C)CC1 (configuration not stated),x,17%,x,-1%,x,8%,-8%,0%,52%[activator]
COc1cc(NC(=O)c2ccc(Br)o2)ccc1NC(=O)c1ccccc1Cl,-13%,7%,-21%[59 µM],-7%,u,-21%,-2%,52%[activator],12%
CCn1nc(C)c(CNC(=O)c2cc(COc3ccccc3SC)on2)c1C,3%,19%,73%[activator],-2%,-14%,-8%,-1%,-8%,24%
CN(CC1CCN(CCc2cccc(C(F)(F)F)c2)CC1)C(=O)c1ccccc1,1%,24%,29%,3%,3%,-26%,i,2%,20%
Cc1ccc(O)c(-c2cc(C(=O)NCc3ccc4c(c3)OCO4)[nH]n2)c1,0%,7%,-12%,0%,8%,3%,4%,2%,39%
Cn1c2ccccc2c2cnn(CC(=O)Nc3cccc(F)c3)c(=O)c21,-1%,62%[activator],-1%,-6%,-31%,-3%,8%,55%[activator],28%
Cc1ccc(CNC(=O)c2ccc(S(=O)(=O)N(C)C)cc2)n1C,-3%,48%[activator],u,11%,-13%,-21%,-15%,-2%,-14%
Cc1cccc(C)c1OC(=O)CN1C(=O)c2ccccc2C1=O,-5%,33%[activator],x,-2%,41%[activator],-9%,i,1%,51%[activator]
COC(=O)C1=C(C)NC(=O)/C1=C\c1cc(C)n(-c2cc(C)cc(C)c2)c1C,-12%,u,-15%[12.7 µM],0%,45µM*,56µM*,-8%,5%,-60%
COCCCN1CN=C(Nc2nc3ccccc3o2)NC1,1%,51%[activator],u,0%,-5%,13µM*,-4%,-1%,3%
CCOC(=O)Cn1nnnc1C,-5%,40%[activator],-2%,3%,2%,-11%,i,-1%,10%
Cc1ccc(NS(=O)(=O)c2ccc3c(c2)CCN3C(=O)C2CC2)c(C)c1,-4%,2%,1%[59 µM],10%,x,-10%,i,u,32%
CC1(C)CC(=O)C(C=NCCN2CCN(CCc3ccccc3)CC2)=C(O)C1,3%,19%,-8%[59 µM],0%,11%,3%,-9%,-12%,30%
Cc1cc(C)c(S(=O)(=O)NCCCn2ccnc2)c(C)c1,5%,14%,22%,-3%,-6%,-2%[57.1 µM],12%,u,44%[activator]
COC(=O)c1ccc(OC)c(Cn2c(=O)n(C)c(=O)c3ccccc32)c1,-2%,60%[activator],-51%,-9%,u,-22%,-6%,-6%,42%[activator]
Cc1cc(N(C)Cc2ccccc2)nc2cc(O)ccc12,-1%,128%[activator],-11%,-6%,1%,-9%,-8%,-4%,0%
COCCN(C(=O)COC(=O)c1ccc(C)s1)c1c(N)n(Cc2ccccc2)c(=O)[nH]c1=O,x,7%,-3%,4%,13%,-5%,-9%,-3%,22%
CC1CCCN(C(=O)c2ccc3c(c2)OCCO3)C1 (configuration not stated),x,22%,9%[12.7 µM],-4%,12%,11%,-5%,-8%,59%[activator]
Cc1c(C(=O)N2CCC(N3CCSCC3)CC2)oc2c(F)cccc12,1%,18%,u,5%,-23%,-19%,-5%,0%,20%
O=C(Nc1cccc(C(=O)N2CCCC2)c1)C1CCCC1,x,-5%,x,-3%,x,-4%,2%,-4%,26%
O=C(Nc1ccccc1F)C1CCN(C(=O)NC2CCCCC2)CC1,-2%,56%[activator],2%,2%,-15%,0%,4%,1%,26%[57 µM]
O=C(NCCN1CCOCC1)c1c(O)nc2ccccn2c1=O,-2%,-17%,u,-3%,u,16%,i,2%,81%[activator]
COC(=O)[C@@H](N)CS,-4%&8%,23%,8.9µM*,1%&-16%,-31%,u,6%,0%,-25%
CN(CC(=O)Nc1cccc(F)c1)C(=O)CCC1CCCCC1,x,18%,7%,-1%,1%,-13%,-10%,0%,18%
O=C(CSc1ccsc1[N+](=O)[O-])N1CCCCCC1,-13%,u,45µM*,0%,x,-13%,-18%,1%,4%
O=C(Nc1ccccc1)N1CCCN(Cc2ccccc2F)C1,0%,5%,25%[0.501 µM],5%,-3%,0%,-6%,-8%,32%
Cc1ccc(CNC(=O)CN(c2ccc(C(C)C)cc2)S(=O)(=O)c2c(C)n[nH]c2C)cc1,-10%,-11%,5%[59 µM],-2%,x,-32%,-2%,3%,8%
CCOC(=O)N1CCN(Cc2nc3c(c(=O)n(C)c(=O)n3C)n2Cc2ccccc2)CC1,5%,18%,u,3%,5%,-13%,-9%,0%,27%
Cc1cccc(N(CC(=O)NCCc2ccccc2)C(=O)CCC(=O)Nc2ccccn2)c1C,-1%,114%[activator],-1%,-5%,0%,-14%,-3%,5%,14%
CC(C)Cc1ccc(S(=O)(=O)N2CCN(c3ccccn3)CC2)cc1,-4%,-14%,18%,-13%,3%,-10%,-3%,5%,-19%
CCc1cc(=O)[nH]c(SCc2nc(-c3ccc(C(F)(F)F)cc3)no2)n1,-1%,u,0%[59 µM],0%,-1%,3%,-4%,-1%,25%[57 µM]
CN(c1ccccc1)c1ccc(/C=C(\C#N)c2nnc3n2CCCCC3)cc1[N+](=O)[O-],-4%,8%,40µM*,3%,45µM*,45µM*,-4%,-6%,u
O=C(c1cccn1-c1nnc(N2CCCC2)s1)N1CCN(c2ccc(F)cc2)CC1,-1%,32%[activator],-38%[59 µM],11%,-16%,-18%,i,-3%,14%
O=C(NCC1CCCO1)c1c[nH]c2ccc(S(=O)(=O)Nc3cccc(C(F)(F)F)c3)cc2c1=O (configuration not stated),1%,-21%,1%[59 µM],5%,2%,0%,-11%,13%,40%
O=C(NN1CCOCC1)c1cccc(Br)c1,x,27%,x,4%,x,-5%,i,4%,17%

# Ordered by number of heavy atoms (lowest first): part of the list above.
SMILES,BLM helicase inh,POLI inh,G9a inh,GLS inh,BAZ2B block,JMJD2A Tudor,Tb PGK inh,Pin1 inhibitor,HP1b chromo inh
O=C(Nc1ccccc1)N1CCCN(Cc2ccccc2F)C1,0%,5%,25%[0.501 µM],5%,-3%,0%,-6%,-8%,32%
CC(C)Cc1ccc(S(=O)(=O)N2CCN(c3ccccn3)CC2)cc1,-4%,-14%,18%,-13%,3%,-10%,-3%,5%,-19%
Cc1cccc(N(CC(=O)NCCc2ccccc2)C(=O)CCC(=O)Nc2ccccn2)c1C,-1%,114%[activator],-1%,-5%,0%,-14%,-3%,5%,14%

# Continuation:
SMILES,BLM helicase inh,POLI inh,G9a inh,GLS inh,BAZ2B block,JMJD2A Tudor,Tb PGK inh,Pin1 inhibitor,HP1b chromo inh
CCCN(CC(=O)Nc1ccccc1C)C(=O)CCCOc1ccc(Br)cc1,x,15%,7%[12.7 µM],-6%,-3%,9%,9%,u,70%[activator]
COc1ccc(Cn2c(O)c(C=Nc3ccc(C)cc3)c3ccccc3c2=O)cc1,-16%,14%,-17%[59 µM],-1%,-9%,-32%,-3%,-2%,-1%
CCC1CCCCN1CCCNC(=O)Cn1ncc2c([nH]c3ccc(C)cc32)c1=O (configuration not stated),-6%,25%,4%[59 µM],-5%,-4%,-22%,-9%,3%,15%
COCCN(Cc1ccccc1)C(=O)c1ccc2c(c1)NC(=O)CS2,x,u,15%[59 µM],-5%,7%,-10%,-13%,-1%,23%
COc1ccccc1NC(=O)C(Cc1ccccc1)NS(=O)(=O)c1ccc2c(c1)c(=O)n(C)c(=O)n2C (configuration not stated),5%,u,u,-1%,-5%,-10%,i,3%,48%[activator]
COc1cc(C)c(C(=O)Oc2cc(C)c(C(=O)O)c(O)c2C)c(O)c1C(=O)O,x,5%,4%[12.7 µM],3%,3%,-23%,0%,1%,11%
COc1ccc(CCNS(=O)(=O)c2cccc([N+](=O)[O-])c2)cc1OC,-1%,90%[activator],x,-11%,3%,-19%,13%,1%,0%
Cc1oc(-c2ccc(C(=O)NCc3ccccc3Cl)cc2)nc1CN1CCc2ccccc21,-5%,12%,-31%[59 µM],2%,u,u,0%,36%[activator],-3%[57 µM]
CCCNC(=O)C12CCC(C)(c3nc4cc(C)c(C)cc4nc31)C2(C)C (configuration not stated),-5%,128%[activator],10%,-3%,-1%,-3%,-3%,-5%,35%
COc1ccc2ccc(O)c(CN(C)CC(=O)Nc3ccccc3C(F)(F)F)c2c1,-3%,38%[activator],7.9µM*,-10%,-13%,u,7%,-2%,-20%
CCC(c1nnnn1Cc1ccc(F)cc1)N1CCN(C2CCCCC2)CC1 (configuration not stated),2%,-3%,-48%,9%,-7%,-5%,1%,-2%,9%
O=C(CSc1nc(=O)[nH]c2c1CCCC2)Nc1ccccc1C(F)(F)F,1%,19%,-2%[59 µM],2%,14%,-7%,i,-7%,85%[activator]

# Bioassay records: PubChem BioAssay, National Center for Advancing Translational Sciences (NCATS)
